KDM5B inh: Primary screen for KDM5B Histone Demethylases FDH-coupled qHTS | Lysine-specific demethylase 5B (Homo sapiens), Q9UGL1 | KDM5B demethylase, FDH-coupled NADH fluorescence (FDH is formaldehyde dehydrogenase) | Potency, µM (top dose mostly 57.7 µM), inactives show at the top dose activity change, negative = inhibition, actives largely listed as inhibitors | 2.6% of 220,000 active | AID 1347165, 2019; active = well fitted inhibition curve with a large enough effect; inconclusive = small, poorly fitted or top-dose-only effect; inactive = no such curve, though single readings can be large or run the other way; note: 0% is about no effect; nearly all actives have a fitted effect of over 70% in size
Target sequence (Q9UGL1 whole entry, looked up): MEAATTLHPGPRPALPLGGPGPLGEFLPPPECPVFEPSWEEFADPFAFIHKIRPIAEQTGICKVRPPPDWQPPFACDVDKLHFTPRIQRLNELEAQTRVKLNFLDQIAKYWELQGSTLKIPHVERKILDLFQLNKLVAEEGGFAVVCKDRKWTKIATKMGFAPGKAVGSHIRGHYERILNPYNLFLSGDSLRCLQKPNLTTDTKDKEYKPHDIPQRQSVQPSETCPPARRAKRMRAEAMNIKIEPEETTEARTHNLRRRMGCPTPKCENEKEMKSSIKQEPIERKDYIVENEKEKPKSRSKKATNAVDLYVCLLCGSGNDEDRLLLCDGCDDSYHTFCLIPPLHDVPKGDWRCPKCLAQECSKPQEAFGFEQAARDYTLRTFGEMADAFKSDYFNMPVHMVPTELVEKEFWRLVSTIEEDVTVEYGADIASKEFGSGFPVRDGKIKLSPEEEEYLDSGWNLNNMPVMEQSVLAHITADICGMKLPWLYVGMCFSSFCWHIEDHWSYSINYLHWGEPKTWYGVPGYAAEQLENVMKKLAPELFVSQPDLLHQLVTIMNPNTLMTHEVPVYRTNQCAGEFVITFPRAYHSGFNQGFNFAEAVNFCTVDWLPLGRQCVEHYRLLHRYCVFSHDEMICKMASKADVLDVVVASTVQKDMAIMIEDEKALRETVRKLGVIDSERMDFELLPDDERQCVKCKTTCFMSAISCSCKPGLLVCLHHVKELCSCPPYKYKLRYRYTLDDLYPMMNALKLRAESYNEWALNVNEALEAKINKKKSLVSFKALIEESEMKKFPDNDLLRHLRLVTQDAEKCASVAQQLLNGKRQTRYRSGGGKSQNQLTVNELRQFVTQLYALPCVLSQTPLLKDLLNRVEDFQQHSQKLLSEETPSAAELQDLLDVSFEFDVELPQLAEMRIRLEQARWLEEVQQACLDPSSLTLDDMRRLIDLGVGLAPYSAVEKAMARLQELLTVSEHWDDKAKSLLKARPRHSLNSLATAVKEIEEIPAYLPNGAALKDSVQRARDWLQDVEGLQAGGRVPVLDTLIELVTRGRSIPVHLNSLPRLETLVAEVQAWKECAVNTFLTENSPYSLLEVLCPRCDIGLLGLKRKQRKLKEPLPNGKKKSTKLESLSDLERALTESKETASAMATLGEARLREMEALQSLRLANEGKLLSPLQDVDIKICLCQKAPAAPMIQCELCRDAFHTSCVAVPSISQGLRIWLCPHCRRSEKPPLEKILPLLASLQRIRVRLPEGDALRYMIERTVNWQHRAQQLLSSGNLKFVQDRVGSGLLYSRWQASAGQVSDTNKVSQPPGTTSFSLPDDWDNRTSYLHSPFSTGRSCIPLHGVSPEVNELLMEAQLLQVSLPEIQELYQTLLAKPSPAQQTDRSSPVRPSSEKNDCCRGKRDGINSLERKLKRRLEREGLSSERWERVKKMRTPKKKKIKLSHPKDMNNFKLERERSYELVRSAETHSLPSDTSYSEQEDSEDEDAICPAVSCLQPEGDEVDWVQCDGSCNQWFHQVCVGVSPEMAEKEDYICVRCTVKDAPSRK
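Coupled FDH/NAD⁺ fluorescence readout. KDM5BΔAP 200 nM final; compound titration, 10 min RT preincubation; substrate mix 12.5 µM H3K4me3, 25 µM 2-OG, 50 µM Fe(II), 100 µM ascorbate, 0.25 mM NAD⁺, 0.25 U/mL FDH; ΔRFU over 30 min.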
Active calls of the source: *; ? = inconclusive; [ ] = dose if it differs, or a comment. Potency is the fitted concentration of half-maximal effect. Only part of the results is shown; the hit share may differ from the screen's.

SMILES	KDM5B inh
O=C1c2cnc(-c3cccc(F)c3)nc2OCCN1c1ccccc1	14%[86.2 µM]
CCOCCC(=O)NCc1ccc(OC)cc1	2%
CN1CCN(CCCN2C(=O)c3ccccc3C2C(=O)NC2CCCCC2)CC1 (stereo not given)	3%
Cc1ccc(C(=O)Nc2ccc(C(C)C)cc2)cc1Cl	20%
COc1ccc(C(=O)c2sc(Nc3ccc(F)cc3)nc2N)cc1	4%
CN(C)c1ncccc1CNC(=O)C1CCCN(S(C)(=O)=O)C1 (stereo not given)	-10%
CC(C)c1ccc(NC(=O)C2CC(=O)Nc3nc(N4CCOCC4)nc(N)c32)cc1 (stereo not given)	-19%
COCCNc1ncc(-c2ccsc2)c2c1OCC2	35µM*
C=CCOc1ccc(/C=C/C(=O)OCC(=O)N2CCN(S(=O)(=O)c3ccc(C)cc3C)CC2)cc1	-36%
CC(C)CCN1CCOc2ccc(C(=O)NCc3ccccc3F)cc2C1	17%
CCc1noc(-c2cn(C3CCN(C(=O)c4cc(F)ccc4F)C3)nn2)n1 (stereo not given)	25%
Cc1ccc(NC(=O)c2ccc3c(c2)N(S(C)(=O)=O)CC3)cc1	?
CCC(Sc1ncc(S(=O)(=O)c2ccc(Cl)cc2)c(=O)[nH]1)C(=O)Nc1ccc(OC)cc1 (stereo not given)	-13%
O=C(CN1C(=O)CCc2cc(S(=O)(=O)N3CCOCC3)ccc21)NCc1ccc(F)cc1	-20%
CCCS(=O)(=O)N(C)C1CCc2nn(CC3CC3)c(=O)n2CC1 (stereo not given)	-17%
O=C(c1ccccc1)c1c(-c2ccccc2)cc2ccccn12	6%
CN1CCN(S(=O)(=O)c2ccc(Sc3ccc4ccccc4c3)nc2)CC1	?
CCc1nnc(SCc2cc(C)ccc2C)c2cc3sc(C)cc3n12	?
COC1CCOC2(CCN(C(=O)CCc3nc4ccccc4s3)CC2)C1 (stereo not given)	-9%
O=C(Nc1cccc(-c2nnc3n2CCCC3)c1)c1ccc[nH]c1=O	3%
Cc1ccccc1C(=O)NCc1nnc2ccc(-c3ccccc3)nn12	32µM*
COc1ccc(S(=O)(=O)N(CC(=O)Nc2ccc(F)c(Cl)c2)c2ccc(C)cc2)cc1OC	11%
CN(c1ccc(C(=O)N2CCCCCC2)cc1)S(=O)(=O)c1ccc(Cl)cc1	-10%
CCOC(=O)C(=CNc1ccc(-c2ccco2)c(Cl)c1)C(=O)OCC	?
Cc1c(Cl)cccc1NC(=O)Cn1cc(C(=O)c2cccs2)c2ccccc21	?
CNS(=O)(=O)c1cc(C(=O)NCC2(c3ccccc3)CC2)cc(C)c1C	23%
O=C(Cn1c(=O)oc2cc(S(=O)(=O)NCc3ccccc3)ccc21)Nc1cccc(F)c1	?
Cc1ccc(NC(=O)CN2C(=O)CC(c3ccco3)Sc3ccccc32)cc1Cl (stereo not given)	-4%
COc1cc(NC(=O)c2ccc(F)cc2)c(OC)cc1NC(=O)CN1CCCCC1	?
O=C(Nc1ccc(F)cc1)C1Sc2nnc(-c3ccccc3)n2NC12CCCCC2 (stereo not given)	4%
Cn1cc(C(=O)NCCNC(=O)c2cccs2)c2ccccc21	1%
C=CCn1c(NCCOC)nc2c1c(=O)n(C)c(=O)n2C	11%
CCS(=O)(=O)N1CC(=O)N(c2ccccc2C)C(C)(C(=O)NC2CCCCC2)C1 (stereo not given)	-22%
CCNC(=O)C1CCCN(S(=O)(=O)c2c(C)nn(CC(=O)N3CCc4ccccc43)c2C)C1 (stereo not given)	26%
O=C(CN1C(=O)CCn2nc(-c3ccccc3)cc21)NCc1ccc(Cl)cc1	-26%
CC(NC(=O)c1ccoc1)C(=O)Nc1cccnc1N1CCCCC1 (stereo not given)	0%
O=C(CS(=O)(=O)c1ccccc1)c1ccc(Br)cc1	10%
CCOC(=O)c1cc2c(=O)n3ccccc3nc2n(C)c1=NC(=O)c1c(-c2c(F)cccc2Cl)noc1C	?
CC(=O)c1cc(C(C)(C)C)c(O)c(C(C)(C)C)c1	5%
O=c1[nH]c(N2CCOCC2)nc2c1CCN(Cc1cccc(C(F)(F)F)c1)CC2	12%
S=C(c1ccc2c(c1)OCO2)N1CCOCC1	1%
CC(C)=CCC/C(C)=N/n1cnnc1	3%
COc1ccc(S(=O)(=O)NCCc2sc(-c3cccnc3)nc2C)cc1	?
Cc1cccc(C)c1OCC(=O)NCCc1nnc2ccccn12	-24%
CC(C)CC(=O)NCCc1ccsc1	17%
O=C1Cc2c(-c3ccccc3OCc3ccccc3)n[nH]c2CN1CCOc1ccccc1	-32%
Cc1ccc(-c2cc3c(=O)n(CCNC(=O)Cc4cccc(F)c4)ccn3n2)c(C)c1	-26%
Cc1cc(C)c(NC(=O)CN(C)S(=O)(=O)c2ccc3c(c2)CCC(=O)N3)c(C)c1	-14%
COc1ccc(C(=O)N2CCC(Cc3nc(-c4ccc(F)cc4)no3)CC2)c(C)c1	-1%
COCCN(C(=O)CCC(=O)Nc1ccccn1)C(C(=O)NC(C)C)c1ccc(C)cc1 (stereo not given)	16%
(continued)
SMILES	KDM5B inh
CCC(NC(=O)c1cccc(COC)c1)c1ccccc1OC(F)F (stereo not given)	-5%
COc1ccc(OCC2c3cc(OC)c(OC)cc3CCN2C(=O)c2c(F)cccc2F)cc1 (stereo not given)	-1%
O=C(CCc1ccccc1)Nc1ccc(Cc2ccncc2)cc1	17%
COc1cccc(C(=O)Nc2cccc(C(=O)OCc3cc(=O)n4c5c(sc4n3)CCCC5)c2)c1	?
O=C(NC1CCCC1)C1(CCO)CCN(Cc2ccccc2)C1 (stereo not given)	11%
CCn1nc(C(=O)N(Cc2ccc(OC)cc2)C(C)Cc2cccs2)c2ccccc2c1=O (stereo not given)	-14%
Cc1ccc(NC(=O)CCn2c(=O)[nH]c3ccsc3c2=O)cc1F	5%
O=S(=O)(c1cccs1)N1CCN(c2ccnc3cc(Cl)ccc23)CC1	?
CC1CC(C)CN(C(=O)C(Cc2ccccc2)n2cccc2)C1 (stereo not given)	26%
C#CCN1CCC(C(=O)NCCN2CCCCCC2)CC1	-12%

A draw from above in order of molecular weight, rising:
SMILES	KDM5B inh
CC(=O)c1cc(C(C)(C)C)c(O)c(C(C)(C)C)c1	5%
COCCNc1ncc(-c2ccsc2)c2c1OCC2	35µM*
CC1CC(C)CN(C(=O)C(Cc2ccccc2)n2cccc2)C1 (stereo not given)	26%
O=C(CCc1ccccc1)Nc1ccc(Cc2ccncc2)cc1	17%
O=C(CS(=O)(=O)c1ccccc1)c1ccc(Br)cc1	10%
CCCS(=O)(=O)N(C)C1CCc2nn(CC3CC3)c(=O)n2CC1 (stereo not given)	-17%
CC(C)CCN1CCOc2ccc(C(=O)NCc3ccccc3F)cc2C1	17%
CCc1noc(-c2cn(C3CCN(C(=O)c4cc(F)ccc4F)C3)nn2)n1 (stereo not given)	25%
COc1ccc(S(=O)(=O)NCCc2sc(-c3cccnc3)nc2C)cc1	?
O=C(CN1C(=O)CCn2nc(-c3ccccc3)cc21)NCc1ccc(Cl)cc1	-26%
O=c1[nH]c(N2CCOCC2)nc2c1CCN(Cc1cccc(C(F)(F)F)c1)CC2	12%
COc1ccc(C(=O)N2CCC(Cc3nc(-c4ccc(F)cc4)no3)CC2)c(C)c1	-1%
CCS(=O)(=O)N1CC(=O)N(c2ccccc2C)C(C)(C(=O)NC2CCCCC2)C1 (stereo not given)	-22%
Cc1ccc(NC(=O)CN2C(=O)CC(c3ccco3)Sc3ccccc32)cc1Cl (stereo not given)	-4%
O=C1Cc2c(-c3ccccc3OCc3ccccc3)n[nH]c2CN1CCOc1ccccc1	-32%
O=C(Cn1c(=O)oc2cc(S(=O)(=O)NCc3ccccc3)ccc21)Nc1cccc(F)c1	?
COc1ccc(OCC2c3cc(OC)c(OC)cc3CCN2C(=O)c2c(F)cccc2F)cc1 (stereo not given)	-1%
COc1cccc(C(=O)Nc2cccc(C(=O)OCc3cc(=O)n4c5c(sc4n3)CCCC5)c2)c1	?
COc1ccc(S(=O)(=O)N(CC(=O)Nc2ccc(F)c(Cl)c2)c2ccc(C)cc2)cc1OC	11%
C=CCOc1ccc(/C=C/C(=O)OCC(=O)N2CCN(S(=O)(=O)c3ccc(C)cc3C)CC2)cc1	-36%
CCOC(=O)c1cc2c(=O)n3ccccc3nc2n(C)c1=NC(=O)c1c(-c2c(F)cccc2Cl)noc1C	?

Remaining list, next part.
SMILES	KDM5B inh
COc1ccc(NC2CCCN(C(=O)c3ccc(OC)o3)C2)cc1 (stereo not given)	29%
Cc1cccc(-n2ncc3c(NNC(=O)c4ccccc4Cl)ncnc32)c1	?
C[S+](=O)([O-])N1Cc2ccccc2CC2(CCCCN2CC2CCOCC2)C1 (stereo not given)	?
CCn1c2c(c(=O)n1-c1ccccc1)CCN(C(=O)c1ccnn1C)C2	1%[86.2 µM]
COc1ncccc1-c1nccn2c(C3CN(C(=O)c4cc5ccccc5[nH]4)C3)ncc12	?
COc1ccc(/C=C/C(=O)c2ccc(C(=O)O)s2)cc1OC	12%
COc1ccc(Cl)cc1NC(=O)c1cc(=O)c2cc(C)cc(C)c2o1	11%[11.5 µM]
CCc1ccc(C(=O)Cn2cnc3cc([N+](=O)[O-])ccc3c2=O)cc1	34%[activator]
Cc1ccnc(SCC(=O)NC2CCCCCC2)n1	23%
Cc1cccc(NC(c2cccc(Cl)c2)c2ccc3cccnc3c2O)n1 (stereo not given)	?
COC[C@@H]1CN(Cc2cn[nH]c2-c2ccccc2)C[C@H]1c1nc(C)no1	-5%
COCCNc1nc(-c2ccccc2)c2cc(Br)ccc2n1	?
O=C(CCNc1c(-c2ccc(F)cc2)nc2cnccn12)N1CCCCC1	22µM*
CSc1nc2sc3c(c2c(=O)n1-c1ccc(C)cc1)CCCC3	-16%
O=C(c1ccccc1)N1CCc2nnc(C3CC3)n2CC1	6%
CC(=O)Nc1ccccc1NC(=O)CN1CCCC(C(N)=O)C1 (stereo not given)	-9%
CC1(C)Cc2nc(-c3ccccc3)nc(SCC(=O)N3CCOCC3)c2CO1	12%
CC(C)NC(=O)c1ccnc(-c2cc(NC3CCCC3)nc3[nH]ccc23)c1	-10%
Cc1ccc(NS(=O)(=O)c2ccc(N/N=C/c3ccc([N+](=O)[O-])o3)c([N+](=O)[O-])c2)c(C)c1	15%
COCC1CN(C(=O)c2ccnn2C)CC12CCOCC2 (stereo not given)	1%
COc1ccc(OC)c(CNC(=O)c2ccc3noc(-c4ccc(C)cc4)c3c2)c1	23%
COc1ccc(C(=O)Nc2cccc(-c3nc4cc(C)ccc4o3)c2)cc1OC	3%
CC(=O)N1CCN(c2ccccc2NC(=O)COc2cc(C)cc(C)c2)CC1	2%
CNc1nc2c(c(=O)[nH]c(=O)n2C)n1Cc1cccc(Br)c1	19%
CC(c1cccs1)N(C)Cc1cccc2ccccc12 (stereo not given)	-6%[86.2 µM]
Cc1ccc(S(=O)(=O)Nc2ccc(Cl)c3cccnc23)cc1C(=O)O	7%
COc1ccc(CNCCC2(C(C)C)CCOC(C)(C)C2)cc1 (stereo not given)	21%
CCN(CC)CC1CCN(C(=O)c2ccc3cc[nH]c3c2)CC1	-4%
COc1ccc(OC)c(NC(=O)CC2SCCNC2=O)c1 (stereo not given)	-7%
Cc1ccc2c(=O)c(-c3nc(-c4cccc(F)c4)no3)cn(CC(=O)NCc3ccco3)c2n1	?
Clc1cc(NCc2ccccc2Cl)n2nccc2n1	-23%[86.2 µM]
COc1cccc(CNC(=O)c2oc3c(c2C)-c2nn(Cc4cccc(Cl)c4)cc2CC3)c1	?
CC1=C(C(=O)N2CCOC(CCCc3ccccc3)C2)OCCO1 (stereo not given)	26%
CCOc1ccc(CN2CCc3nn(C)c(=O)n3CC2)cc1OC	7%
Cc1cccc(C(=O)N2CCc3cc(-c4csc(NC(=O)CN5CCCC5)n4)ccc32)c1	-2%
c1ccc(N2CCCC2)c(-c2nc(C3CCOC3)no2)c1 (stereo not given)	?
CC(=O)N1CCN(CC[C@H]2CN(C(=O)Cc3ccccc3)CC[C@H]2CC(=O)O)CC1	5%[86.2 µM]
COc1cc(-c2noc(-c3ccc(NC4CCCCC4)c([N+](=O)[O-])c3)n2)cc(OC)c1OC	-11%
CCN(CCCNC(=O)CN1N=C(c2ccccc2)CCC1=O)c1cccc(C)c1	-22%
Cc1ccc(N2CCC(NC(=O)c3ccc(F)cc3Cl)C2=O)cc1C (stereo not given)	-8%
COc1cccc(CNC(=O)Cc2c(C)nc3ccccc3c2C)c1	13%
COc1cc(-c2ccnc3nc(-c4ccco4)nn23)cc(OC)c1OC	25µM*
CC(Nc1nc2c(c(=O)n(C)c(=O)n2C)n1Cc1ccccc1Cl)c1ccccc1 (stereo not given)	-5%
Cc1c(C#N)c(NC(=O)CSc2nnnn2C2CCCC2)n(CC2CCCO2)c1C (stereo not given)	14%
CN(C)CC1(O)CCCN(Cc2c(Cl)cncc2Cl)C1 (stereo not given)	-20%
CC(=O)Nc1ccc(CNC[C@H]2COCc3nc4ccc(C)cc4n32)cc1	21%[86.2 µM]
CCCN(Cc1ccc(C)cc1)C(=O)CSc1nnc(COc2ccccc2Cl)n1C	-8%
CN1C(=O)c2cccn2CC1CNS(=O)(=O)c1ccc(F)cc1 (stereo not given)	-13%
O=C(c1ccc2c(c1)OCO2)N1CC(Oc2ccc(F)c(F)c2)C1	1%[149 µM]
Cc1ccc(C(=O)OCC(=O)c2c[nH]c3ccccc23)cc1S(=O)(=O)N1CCOCC1	15%
(more compounds)
SMILES	KDM5B inh
Cc1cc(C(=O)NCc2ccc(F)cc2)c2c(C3CCCN3)noc2n1 (stereo not given)	-15%[149 µM]
CCCCN(C)S(=O)(=O)c1c(C(=O)OCC)c(C)n(C)c1C	-13%
O=C1C[C@@H]2CCN(Cc3ccccc3)C[C@@H]2CCN1C1CCCCC1	20%[86.2 µM]
COc1cc(C2C3CCCCC3(O)CCN2Cc2ccc(Cl)cc2)ccc1O (stereo not given)	17%
Cc1nc2cc(NS(=O)(=O)c3c(C)c(C)cc(C)c3C)ccc2s1	2%
COC(=O)c1cc(OC)nc(OC)c1	-17%

From PubChem BioAssay
